# NR2F2 inh – NR2F2 transcriptional activity inhibitors, primary screen, cell-based, luciferase reporter, HEK293T, luminescence; inhibition, % at 8.6 µM; 370,000 compounds, 0.7% hits; HEK293T NGFI-A luciferase reporter; COUP transcription factor 2 (Homo sapiens), P24468;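 active means inhibition above a per-plate cutoff, mean inhibition of test wells between control levels plus 3 SD, cut at about 38% in these data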;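 further: cells cotransfected with COUP-TFII expression vector driving the NGFI-A reporter; 0% = median of COUP-TF2 test wells and 100% = reporter-only cells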
# Target sequence (P24468 whole entry, looked up): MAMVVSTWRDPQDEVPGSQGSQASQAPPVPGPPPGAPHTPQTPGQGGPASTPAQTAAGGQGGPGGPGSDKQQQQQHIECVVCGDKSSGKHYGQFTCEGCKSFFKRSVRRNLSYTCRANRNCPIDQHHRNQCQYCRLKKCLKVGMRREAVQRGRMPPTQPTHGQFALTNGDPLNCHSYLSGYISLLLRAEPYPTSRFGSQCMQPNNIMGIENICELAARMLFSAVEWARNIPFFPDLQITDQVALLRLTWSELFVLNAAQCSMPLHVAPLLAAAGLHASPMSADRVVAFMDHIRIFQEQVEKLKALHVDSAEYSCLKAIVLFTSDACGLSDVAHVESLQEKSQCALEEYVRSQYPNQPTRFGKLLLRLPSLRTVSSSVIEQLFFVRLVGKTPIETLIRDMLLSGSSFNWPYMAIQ
# TLR9-MyD88 block – inhibitors of TLR9-MyD88 association in cells, primary screen, cell-based, CHO, BLA complementation, fluorescence. Toll-like receptor 9 (Homo sapiens) + Myeloid differentiation primary response protein …. CCF4 FRET ratio. inhibition, % at 4.98 µM. 340,000 compounds, 0.21% hits;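 active means inhibition above the mean over all tested compounds plus 3 SD, cut at about 21% in these data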;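 further: 0% = DMSO only wells and 100% = clavulanate BLA inhibitor control wells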
# * marks the source's active call; other numbers are inactive results; · = not tested or not shown.
SMILES,NR2F2 inh,TLR9-MyD88 block
C#CCOCCOCCOCCNc1nc(N2CCN(C(=O)CCCCCCCCCCNC(=O)[C@H]([C@@H](C)CC)n3cc(CCCCN=C(N)N)nn3)CC2)nc(N2CCN(C(=O)CCCCCCCCCCNC(=O)[C@H](CO)n3cc(CCCSC)nn3)CC2)n1,·,5
COC(=O)CCCC1=CC2=CC(=O)C(C)(OC(=O)C3CCCC3)C(=O)C2=CO1 (stereo not given),·,2
CCN1C(=NCCc2cccnc2)N[C@@H](c2ccccc2)C(C(=O)OC)=C1C,·,-8
CCC(C)Sc1ccc(-c2nc3ccc(C)cn3c2NC2CCCCC2)cc1 (stereo not given),·,8
C[C@@H]1NC(=O)c2cc([N+](=O)[O-])cc(I)c2NCCCC[C@@H](C(N)=O)NC(=O)[C@H](CC(N)=O)NC1=O,·,2
CC(=O)Nc1sc2c(c1-c1nc3ccccc3s1)CNC2,-50,·
COc1cc(-c2c(C(=O)c3ccccc3)[nH]c(N)c2C(N)=O)ccc1O,-12,·
COC(=O)Cn1nc(-c2cccc(OC)c2)c2ccccc21,5,·
O=C(NCc1ccccc1Cl)O[C@H]1CC[C@@]23CCCN2C(=O)CCC[C@H]3C1,-6,·
CC(C)(C)CCNc1nc(-c2ccccn2)nnc1-c1ccccc1,52*,·
CCc1c2c3n4c1CCC[C@@H]4C[C@@H]3O[Si](C(C)C)(C(C)C)OC(C)C2=O (stereo not given in full),-7,·
CC(=O)c1c(C)[nH]c(C(=O)Nc2ccccc2C)c1C,-6,·
CC1=C[C@]2(CN(CC3CC3)C3=N[C@H](c4ccccc4)CC(=O)N32)n2c(=O)n(-c3ccccc3)c(=O)n2C1,7,·
CCOC(=O)CC[C@H](NC(=O)[C@@H]1CC=C[C@@H]2CCN(Cc3ccc(Cl)cc3)C(=O)[C@@H]21)C(=O)OCC,13,·
O=C(N1CCC(Cc2ccccc2)CC1)n1ncc(C(O)(c2ccccc2)c2ccccc2)n1,31,·
Cc1cc(N2CCC(C)CC2)nc2ccccc12,-28,·
O=C(Nc1ccc(C(O)(C(F)(F)F)C(F)(F)F)cc1)c1ccc(F)cc1Cl,-14,·
COc1ccc([C@@]23CCN=C2c2[nH]c4ccccc4c2CCN3)c(N)c1,-5,·
O=C(CNC(=O)c1ccccc1)OC(C(=O)Nc1cc([N+](=O)[O-])ccc1F)c1ccccc1 (stereo not given),1,·
C[C@H]1[C@@H](OC(=O)Nc2ccc(C#N)cc2)CC[C@@]23CCCN2C(=O)CCC[C@@H]13,4,·
COC(=O)CC1CCc2cc(C)cc(C(=O)CC(C)C)c2O1 (stereo not given),4,·
O=C1CCC[C@H]2C[C@H](NCc3cccc(I)c3)CC[C@]23CCCN13,10,·
Cc1ccc(CN[C@@H]2CC[C@@]34CCCN3C(=O)CCC[C@H]4C2)o1,-24,·
C[C@H]1[C@@H](OC(=O)NCCc2c[nH]c3ccccc23)CC[C@@]23CCCN2C(=O)CCC[C@@H]13,-1,·
C=CCN(C)C(C#Cc1ccccc1)Cc1ccccc1 (stereo not given),-5,·
COc1ccc(C(=O)C2CCN(c3ncnc4sccc34)CC2)cc1,76*,·
O=C(N[C@H]1CCCc2c1cnn2-c1ccc(F)cc1F)c1ccccn1,-18,·
Cc1ccc(OCCCOc2ccc(Cl)cc2Cl)c([N+](=O)[O-])n1,-3,·
O=C(NCC(c1ccccc1)c1ccccc1)[C@H](Cc1c[nH]c2ccccc12)NC1(C(=O)NC2CCCCC2)CCC1,10,·
O=C(Nc1ccc(N2C(=O)[C@@H]3[C@H](C2=O)[C@@H]2C=C[C@H]3C2)c(Cl)c1)c1ccccn1,-19,·
CC1CCC2(CCC(=O)N2C[C@@H](O)c2ccccc2)CC1 (stereo not given in full),-13,·
CCCC1CCC2(CCCN2CCOC(=O)Nc2ccc(OC)cc2)CC1 (stereo not given),17,·
COc1ccc(CN[C@@H]2CC[C@@]34CCCN3C(=O)CCC[C@H]4C2)cc1OC,-1,·
O=C(NCCCc1ccccc1)[C@H](CO)NC1(C(=O)NCCc2c[nH]c3ccccc23)CCCCC1,15,·
CCOc1ccc(CCNC(=O)c2ccc3[nH]ccc3c2)cc1OCC,41*,·
Cc1ccc([C@H](C)NC(=O)C2=C(N)N(S(=O)(=O)c3ccc(C)cc3)C(C(=O)c3ccccc3)C2c2ccccc2Cl)cc1 (stereo not given in full),-13,·

# Another view of some results above:
Cc1ccc([C@H](C)NC(=O)C2=C(N)N(S(=O)(=O)c3ccc(C)cc3)C(C(=O)c3ccccc3)C2c2ccccc2Cl)cc1 (stereo not given in full)
  NR2F2 inh: -13	TLR9-MyD88 block: ·
O=C(NCC(c1ccccc1)c1ccccc1)[C@H](Cc1c[nH]c2ccccc12)NC1(C(=O)NC2CCCCC2)CCC1
  NR2F2 inh: 10	TLR9-MyD88 block: ·
O=C(NCCCc1ccccc1)[C@H](CO)NC1(C(=O)NCCc2c[nH]c3ccccc23)CCCCC1
  NR2F2 inh: 15	TLR9-MyD88 block: ·
C=CCN(C)C(C#Cc1ccccc1)Cc1ccccc1 (stereo not given)
  NR2F2 inh: -5	TLR9-MyD88 block: ·

# More entries:
SMILES,NR2F2 inh,TLR9-MyD88 block
COc1ccc(NC(=O)C(OC(=O)CNC(=O)c2ccccc2)c2ccccc2)cc1F (stereo not given),22,·
COCCNC[C@@]12CO[C@H](c3ccc(Cl)cc3)N1[C@@H](c1ccc(Cl)cc1)SC2,12,·
CCCC1CCC2(CC1)CCC2OC(=O)Nc1ccc(C)cc1 (stereo not given),-16,·
O=C1CCC[C@H]2C[C@H](NCc3cccc(F)c3)CC[C@]23CCCN13,5,·
O=[N+]([O-])c1ccc(CN2CCOCCOCCN(Cc3ccc([N+](=O)[O-])cc3Cl)CCOCC2)c(Cl)c1,20,·
COC(CNC(=O)[C@H](Cc1ccccc1)NC1(C(=O)NC2CCCCC2)CCC1)OC,7,·
COCC(=O)N(c1ccc(C(C)(C)C)cc1)C(C(=O)NC(C)(C)C)c1cccnc1 (stereo not given),-7,·
C[N+]1=C2N[C@@H](c3ccccc3)CC(=O)N2/C(=C\c2ccccc2)[C@@H]1Cc1ccccc1,-14,·
Cc1ccc(OCCn2c(CCNC(=O)C3CCCCC3)nc3ccccc32)cc1,15,·
COC(=O)[C@@]1(OC(C)=O)CC(OC(C)=O)[C@H](OC(C)=O)[C@H](OC(C)=O)C1Br (stereo not given in full),-14,·
Cc1onc(C(=O)N2CCN(C(c3ccc(Cl)cc3)c3ccc(Cl)cc3)CC2)c1[N+](=O)[O-],13,·
O=C(c1cccs1)C1CCN(c2ncnc3sccc23)CC1,76*,·
CO[C@H]([C@H](C)/C=C/N(C)C=O)[C@@H](C)C(=O)CC[C@H](C)[C@H](O)[C@H](C)[C@H]1OC(=O)/C=C/C(C)=C/C[C@H](O)C[C@@H]2C=CC[C@@H](C[C@H](OC)[C@@H](CO)[C@@H](OC)C[C@@H](OC)[C@@H]1C)O2,-6,·
CCCC1CCC2(CC1)CCC2OC(=O)Nc1ccccc1C (stereo not given),-14,·
CCCC1CCC2(CC1)CCC2OC(=S)NCc1cccc(F)c1 (stereo not given),-10,·
CC(C)CCNC(=O)CSc1nc2c(c(=O)[nH]1)CCC2,-3,·
COc1ccccc1NC(=O)O[C@@H]1CC[C@@]23CCCN2C(=O)CCC[C@H]3C1,-10,·
Cc1cc(N2CCC[C@@H]2C)nc2ccccc12,-10,·
C[C@H]1[C@@H](OC(=O)N2CCN(c3ccccc3)CC2)CC[C@@]23CCCN2C(=O)CCC[C@@H]13,-3,·
CC1CN(c2ccnc3cc(Cl)ccc23)CCN1C(=O)c1ccc(Cl)cc1 (stereo not given),50*,·
O=C(OCC#CCSc1nnc(-c2cccc3ccccc23)o1)c1ccc(SC(F)(F)F)cc1,-20,·
O=C(NCc1ccc(C(F)(F)F)cc1)O[C@H]1CC[C@@]23CCCN2C(=O)CCC[C@H]3C1,-4,·
CCC[C@H]1[C@@H](OC(=O)NC2CCCCC2)CC[C@@]23CCCN2C(=O)CCC[C@@H]13,9,·
COc1cc(F)c(S(=O)(=O)N2CCCN(S(=O)(=O)c3cccc(N)c3)CC2)c(F)c1,23,·

# 3 entries picked at random from those above, as already listed:
SMILES,NR2F2 inh,TLR9-MyD88 block
CCCC1CCC2(CC1)CCC2OC(=S)NCc1cccc(F)c1 (stereo not given),-10,·
CC(C)CCNC(=O)CSc1nc2c(c(=O)[nH]1)CCC2,-3,·
CCCC1CCC2(CC1)CCC2OC(=O)Nc1ccccc1C (stereo not given),-14,·

# Going on with the list:
SMILES,NR2F2 inh,TLR9-MyD88 block
O=C(NCC(c1ccccc1)c1ccccc1)[C@H](Cc1ccccc1)NC1(C(=O)NC2CCCCC2)CCCC1,27,·
N#CN1CCC(NS(=O)(=O)c2ccc(F)cc2)C1 (stereo not given),14,·
CCCC1CCC2(CC1)CCC2OC(=O)Nc1cc(C)cc(C)c1 (stereo not given),0,·
O=C1c2cccn2CC2Cc3ccccc3N12 (stereo not given),-46,·
CCC(C#Cc1ccccc1)NCc1ccc(OC)cc1OC (stereo not given),5,·
CCCC/C=C1/[C@H](CC)N(C)C2=N[C@@H](c3ccccc3)CC(=O)N21,-9,·
O=C(NCC(c1ccccc1)c1ccccc1)[C@H](Cc1ccccc1)NC1(C(=O)NC2CCCCC2)CCOCC1,27,·
CCOC(=O)c1ccccc1S(=O)(=O)N1CCN(c2nc(-c3cccs3)nc3ccccc23)CC1,27,·
CCCC1CCC2(CCCN2CCOC(=S)NCc2cccc(C)c2)CC1 (stereo not given),15,·
CC(C)(C)c1ccc(CNc2nc(-c3ccccn3)nnc2-c2ccccc2)cc1,49*,·
c1ccc2cc3[nH]c(CNc4nc(N5CCOCC5)nc5c4ncn5-c4ccsc4)nc3cc2c1,63*,·
CNc1nc(N)c([N+](=O)[O-])c(Nc2cccc(OC)c2)n1,-31,·
O=C(OCC#CCSc1nnc(-c2ccco2)o1)c1ccc(F)cc1,-18,·
CCCCNC(=O)O[C@H]1CC[C@@]23CCCN2C(=O)CCC[C@H]3[C@H]1C,11,·
CCCCCCC[C@H](N)[C@H](O)C(=O)N(C)[C@@H](CCS(C)=O)C(=O)N[C@@H](Cc1ccc(O)cc1)C(=O)O (stereo not given in full),11,·
COc1ccccc1CN[C@@H]1CC[C@@]23CCCN2C(=O)CCC[C@H]3C1,-1,·
CCC[C@H]1[C@@H](OC(=O)N2CCN(c3ccccc3)CC2)CC[C@@]23CCCN2C(=O)CCC[C@@H]13,-3,·
CCCN1CNc2c(c(=O)[nH]c(=S)n2CCc2cccc(Cl)c2Cl)C1,23,·
Oc1ccc(CNc2cccc(F)c2)c2cccnc12,35,·
c1nc(NC[C@@H]2CCCO2)c2cc(-c3ccc4c(c3)OCO4)ccc2n1,-3,·
COc1ccc(NC(=O)OCCN2CCCC23CCC(c2ccccc2)CC3)cc1 (stereo not given),13,·
Cc1ccc(-c2cc3nc(-c4ccco4)cc(N4CCN(Cc5ccoc5)CC4)n3n2)cc1,-18,·
CC(C)CCNC(=O)C1COC(O)(C(Cc2ccccc2)NC(=O)[C@@H](NC(=O)OCc2ccccc2)C(C)C)CN1 (stereo not given in full),16,·
FC(F)(F)c1ccccc1NC(=S)OCCN1CCCC12CCC(c1ccccc1)CC2 (stereo not given),24,·
CC(C)c1ccc(NC(=O)O[C@@H]2CC[C@@]34CCCN3C(=O)CCC[C@H]4C2)cc1,-1,·
CC1CCC2(CC1)CCC2NCc1ccc(Cl)c(Cl)c1 (stereo not given),2,·
CN1C2=N[C@H](c3ccc(Br)cc3)CC(=O)N2/C(=C\c2ccccc2)[C@@H]1c1ccccc1,0,·
O=[N+]([O-])c1ccc2nc(CNc3nc(N4CCOCC4)nc4c3ncn4-c3ccsc3)[nH]c2c1,58*,·
Cc1cc(C)nc(NC(=S)N2CCN(c3ccc(C(F)(F)F)cn3)CC2)c1,23,·
c1nc(NCC2CCCO2)c2cc(-c3ccc4c(c3)OCO4)ccc2n1 (stereo not given),-1,·
CCC[C@H]1[C@@H](N(C)Cc2ccccc2)CC[C@@]23CCCN2C(=O)CCC[C@@H]13,-18,·
CC(C)(C)OC(=O)NC(Cc1ccccc1)C1CC(C#N)C(=O)O1 (stereo not given),-6,·
O=C(Nc1ccc(C(O)(C(F)(F)F)C(F)(F)F)cc1)c1c(F)cccc1F,-1,·
Cn1c(=O)cc(OCCCC(=O)Nc2cc(C(F)(F)F)ccn2)c2ccccc21,71*,·
C[C@H]1[C@@H](N(C)Cc2cccs2)CC[C@@]23CCCN2C(=O)CCC[C@@H]13,10,·
COc1ccc(Oc2c(Cl)cnn(-c3ccc(C(C)C)c(C)c3)c2=O)cc1,-21,·

# Reformatted bar-delimited: part of the list above.
smiles | NR2F2 inh | TLR9-MyD88 block
O=[N+]([O-])c1ccc2nc(CNc3nc(N4CCOCC4)nc4c3ncn4-c3ccsc3)[nH]c2c1 | 58* | ·
Cc1cc(C)nc(NC(=S)N2CCN(c3ccc(C(F)(F)F)cn3)CC2)c1 | 23 | ·

# Next part
SMILES,NR2F2 inh,TLR9-MyD88 block
Cc1ccc(S(=O)(=O)NCC2Cc3ccccc3N2S(=O)(=O)c2ccc(C)cc2)cc1 (stereo not given),9,·
CCC(C#Cc1ccccc1)N(C)C(N)=NC(=O)/C=C/c1ccccc1 (stereo not given),0,·
O=C(OCC#CCSc1nnc(-c2cccc3ncccc23)o1)c1ccc(F)cc1,10,·
CCCCCCCC(=O)N[C@H]1CC[C@@]23CCCN2C(=O)CCC[C@H]3[C@H]1C,-1,·
C[C@H]1[C@@H](NC(=O)c2ccc(C(F)(F)F)cc2)CC[C@@]23CCCN2C(=O)CCC[C@@H]13,4,·
COc1ccc(N2CCN(CCCNC(=O)Cn3c(=O)c4cccn4c4cccnc43)CC2)c(OC)c1,-3,·
O=C(NCc1cccc(C(F)(F)F)c1)O[C@H]1CC[C@@]23CCCN2C(=O)CCC[C@H]3C1,25,·
N#Cc1ccccc1S(=O)(=O)N1CCN(c2nc(-c3cccs3)nc3ccccc23)CC1,-2,·

# Only part of the results is shown. The share of hits here may be higher or lower than overall.
